GLS inhibitor: glutaminase GLS (human) inhibition | GLS enzymatic activity, qHTS titration | Potency, µM (titrated, usually from 45.5 µM), for inactives: at the highest dose activity change, negative = inhibition, usual class: inhibitors | O94925 | 410,000 compounds, 0.21% hits; also: potency is read from the fitted curve at half-maximal effect; % is scaled to controls: 0 for no effect and ±100 for the full control effect
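Human kidney-isoform GLS in 45 mM KH2PO4 pH 8.2, 0.02% Tween-20, with compound, started with 1mM L-Glutamine (added stock). Glutamate oxidase/HRP/Amplex red coupled fluorescence read at start and after 30 min at RT.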
PI4K2A inh: inhibitors of human PI4K2A | purified PI4K2A, ADP-Glo luminescence, 1 h; active compounds read low | activity change, negative = inhibition, % at 76.9 µM | 420,000 compounds, 0.13% hits | AID 1346378; in the data active = activity change below about -50%; inconclusive = mostly about -30% to -49%;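 also: -100% = wells without enzyme as full effect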
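Compounds are screened against recombinant PI4K2A using PI as substrate and ATP, the latter dispensed at 300 microM. Reactions run one hour at ambient temperature before ADP-Glo detection; full inhibition defined by wells lacking enzyme.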
RGS4 inh: inhibitors of human regulator of G protein signaling 4. P49798. Transcreener GDP fluorescence polarization, RGS4-accelerated GTP hydrolysis. Potency, µM (doses to about 114 µM), inactives show top-dose activity change, negative = inhibition, most hits filed as inhibitors. 390,000 compounds, 0.039% hits. AID 504845; also: potency is read from the fitted curve at half-maximal effect; % is scaled to controls: 0 for no effect and ±100 for the full control effect; nearly all actives have a fitted effect of over 75% in size; some results filed as inactive show a strong effect at the top dose
Target sequence (P49798 whole entry, looked up): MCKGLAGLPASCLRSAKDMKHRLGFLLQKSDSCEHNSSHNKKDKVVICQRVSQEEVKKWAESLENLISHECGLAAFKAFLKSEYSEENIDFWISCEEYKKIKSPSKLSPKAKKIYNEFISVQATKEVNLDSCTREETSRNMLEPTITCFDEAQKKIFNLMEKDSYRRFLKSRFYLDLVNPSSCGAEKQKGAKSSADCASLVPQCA
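MLSMR compounds (23 nl, pin-transferred) preincubated 10 min at room temperature with a 500nM (2x) first reagent, then RGS4 at 900nM (2x) plus Transcreener GDP mix added; fluorescence polarization (620/688 nm) read before and after 90 min at 30 °C.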
HP1b chromo inh: HP1-beta chromodomain-methylated histone interaction inhibition | P83916 | AlphaScreen HP1-beta / biotin-H3K9me3 peptide binding | Potency, µM (series often up to 114 µM), for the others: at the highest dose activity change, negative = inhibition, actives largely listed as inhibitors | 390,000 compounds, 0.56% hits; also: potency is read from the fitted curve at half-maximal effect; nearly all actives have a fitted effect of over 70% in size; inactives centre near 23
Target sequence (P83916 whole entry, looked up): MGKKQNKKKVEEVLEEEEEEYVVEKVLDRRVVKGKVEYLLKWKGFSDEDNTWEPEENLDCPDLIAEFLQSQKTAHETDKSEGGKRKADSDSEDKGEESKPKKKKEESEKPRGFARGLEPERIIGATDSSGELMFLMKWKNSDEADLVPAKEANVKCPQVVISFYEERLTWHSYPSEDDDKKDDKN
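Compound inhibition of the preformed complex between 50 nM HP1-beta and 50 nM biotinylated H3K9me3 peptide was read by AlphaScreen. Buffer was PBS pH 7.4 with 0.01% Tween-20. Incubations ran 30 min at room temperature, with 10 ug/mL donor/acceptor beads.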
ALOX12 inh: inhibitors of human 12S-lipoxygenase ALOX12; 580,000 compounds, 1.1% hits; Potency, µM (top dose mostly 108 µM), for inactives: at the highest dose activity change, negative = inhibition, hits mostly inhibitors; P18054; purified 12hLO, xylenol orange hydroperoxide absorbance; also: potency is read from the fitted curve at half-maximal effect; % is scaled to controls: 0 for no effect and ±100 for the full control effect
Target sequence (P18054 whole entry, looked up): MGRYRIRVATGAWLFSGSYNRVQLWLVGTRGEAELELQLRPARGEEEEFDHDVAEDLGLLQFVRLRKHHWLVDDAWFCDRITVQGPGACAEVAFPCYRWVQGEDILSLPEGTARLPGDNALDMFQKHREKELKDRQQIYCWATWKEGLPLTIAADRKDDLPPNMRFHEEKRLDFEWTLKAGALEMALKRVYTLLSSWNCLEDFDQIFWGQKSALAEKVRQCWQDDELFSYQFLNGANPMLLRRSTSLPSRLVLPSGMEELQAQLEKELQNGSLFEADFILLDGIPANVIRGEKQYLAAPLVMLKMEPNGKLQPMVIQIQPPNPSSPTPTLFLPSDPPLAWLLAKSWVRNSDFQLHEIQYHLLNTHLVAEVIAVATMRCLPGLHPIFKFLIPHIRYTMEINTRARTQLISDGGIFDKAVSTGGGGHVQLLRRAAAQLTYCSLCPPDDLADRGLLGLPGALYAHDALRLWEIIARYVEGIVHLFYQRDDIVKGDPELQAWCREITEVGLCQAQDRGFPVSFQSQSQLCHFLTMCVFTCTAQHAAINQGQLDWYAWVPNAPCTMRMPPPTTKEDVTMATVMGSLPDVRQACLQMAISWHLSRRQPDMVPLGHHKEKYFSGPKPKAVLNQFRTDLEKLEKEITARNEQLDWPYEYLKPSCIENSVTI
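Purified human 12hLO (150 nM final) in 25 mM Hepes, 0.01% Triton X-100, pH 7.0 was preincubated 15 min at room temperature with compound. Then 40 uM arachidonic acid was added, 30 min. Hydroperoxide was read by Fe-XO absorbance ratio 573/405 nm.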
BAZ2B inh: blocks human BAZ2B; AID 504333; Potency, µM (highest dose often 114 µM), for the others: top-dose activity change, negative = inhibition, actives largely listed as inhibitors; Q9UIF8; 360,000 compounds, 4.4% hits; AlphaScreen BAZ2B-H3K14Ac peptide displacement; also: potency is read from the fitted curve at half-maximal effect; % is scaled to controls: 0 for no effect and ±100 for the full control effect; nearly all actives have a fitted effect of over 60% in size
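AlphaScreen luminescence quantifies BAZ2B engagement of H3K14Ac peptide; the protein and biotinylated peptide are both at 50 nM final, buffer PBS pH 7.4 with 0.01% Tween-20, all steps at room temperature.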
G9a inh: G9a (human) methyltransferase inhibition; G9a H3K9 monomethylation, AlphaScreen, 2 h; 350,000 compounds, 8.8% hits; Potency, µM (doses to about 102 µM), without a hit: at the highest dose activity, negative = inhibition, hits mostly inhibitors; Q96KQ7; AID 504332; also: potency is read from the fitted curve at half-maximal effect; % is scaled to controls: 0 for no effect and ±100 for the full control effect; nearly all actives have a fitted effect of over 75% in size
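Using a bead-based AlphaScreen, monomethylated H3K9 product from 2 h room-temperature reactions (G9a 20 nM, peptide 500 nM, SAM 20 uM) was detected with 0.5 ug/mL rabbit anti-H3K9me1 antibody.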
JMJD2A Tudor: blocks the human JMJD2A Tudor domain | O75164 | AlphaScreen JMJD2A-Tudor / H3K4me3 peptide binding | Potency, µM (series often up to 114 µM), for the others: at the top dose activity change, negative = inhibition, usual class: inhibitors | 390,000 compounds, 4.4% hits | AID 504339; also: potency is read from the fitted curve at half-maximal effect; % is scaled to controls: 0 for no effect and ±100 for the full control effect; nearly all actives have a fitted effect of over 50% in size
ERG Ets-DNA blk: ERG Ets/DNA interaction inhibition; fluorescence polarization, His-ERG Ets domain / labelled DNA; 370,000 compounds, 0.028% hits; Potency, µM (doses to about 76.9 µM), inactives show at the highest dose FP activity, negative = inhibition, actives largely listed as inhibitors; P11308; active = well fitted inhibition curve with a large enough effect in the polarisation, with a control signal flat; inconclusive = small, poorly fitted or top-dose-only effect, or effect the other way, or a change in a side signal; inactive = no such curve, though single readings can be large or run the other way; the % refers to the polarisation;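 also: polarization taken with two DNA probes labelled with fluorescein and Texas red; potency is read from the fitted curve at half-maximal effect; % of control where 0% means no effect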
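His-tagged ERG Ets domain (1 uM in the protein solution; 300mM KCl, 50mM Tris-HCl, 1mM EDTA, 1mM DTT, pH 7.5) received compound, then a probe mix of 5 nM fluorescein-DNA and 100nM Texas-615-DNA. Fluorescence polarization was read for both dyes.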
* marks the source's active call; other numbers are inactive results; ? = inconclusive; . = not tested or not shown; & = joins results of further samples; [ ] = dose if it differs, or a comment. Unless noted, calls follow the shape of the dose curve; as a rule, active = well fitted curve in the direction sought with a large enough effect; inconclusive = small, poorly fitted or top-dose-only effect, or another doubt; inactive = no such curve, though single readings can be large; an effect the other way counts as inactive or inconclusive.

The line under a structure holds: GLS inhibitor | PI4K2A inh | RGS4 inh | HP1b chromo inh | ALOX12 inh | BAZ2B inh | G9a inh | JMJD2A Tudor | ERG Ets-DNA blk
Cc1cccnc1NC(=O)CCNC(=O)c1ccc(Cl)cc1
 : -7% | -3 | -5% | 35% | 0% | 3% | . | -31% | 0%
COc1ccc(CNS(=O)(=O)c2ccc(C)cc2)cc1
 : 5% | -3 | 13%&1% | 58%&30%[activator] | ? | . | . | -2%&-7% | 9%
CC(=O)c1cccc(NC(=O)c2ccc(NC(=O)CCS(=O)(=O)c3cccs3)cc2)c1
 : -5% | 0 | 23% | -13% | -18% | -11% | -13% | -20% | 4%
Cc1ccc(CNC(=O)CCCn2nc(C)n3c(cc4sccc43)c2=O)cc1
 : 6% | -1 | -11% | 34% | -16% | 6% | -5%[59 µM] | 9% | 2%
O=C(COc1ccc(S(=O)(=O)N2CCCCC2)cc1Cl)N1CCOCC1
 : -16% | -2 | 5% | 36% | -5% | 11% | 30% | -9% | -8%
COc1ccccc1CC(=O)NCC(c1ccco1)N1CCCCC1 (stereo not drawn)
 : -4% | -6 | 14% | 9% | 3% | -17% | 17% | -23% | 1%
CN(C)/C=N/c1c(C(=O)NCc2ccccc2)nnn1Cc1ccccc1
 : 7% | 1 | 2% | 22% | -21% | -16% | -8%[59 µM] | -23% | 0%
O=C(O)CSc1nnc(-c2ccc(Cl)cc2Cl)n1-c1ccc(Br)cc1
 : 1% | 1 | 0% | 42%[activator] | -3% | -2% | ? | 0% | 4%
Cc1ccc(C2NC(c3ccc(C)cc3)C(C)C(=NO)C2C)cc1 (stereo not drawn)
 : -9% | -1 | -21% | 19% | ? | -10% | 12%[0.0925 µM] | -26% | .
Cc1ccc(Cl)cc1N1CCN(S(C)(=O)=O)CC1
 : 1% | 0 | 3% | 6% | 3% | 11% | 12%[59 µM] | 6% | .
COC(=O)c1ccccc1NC1CC(=O)N(c2c(C)cccc2C)C1=O (stereo not drawn)
 : -1% | -18 | -4% | 16% | 0% | 33%[activator] | ? | -9% | 8%
Cc1ccccc1-c1noc(-c2cc(-c3ccc(F)cc3)n[nH]2)n1
 : -9% | 0 | -8% | 24% | -13% | 4% | 2%[59 µM] | -16% | 3%
CCn1c(SCC(=O)Nc2nc3ccccc3s2)nnc1-c1ccc(Br)cc1
 : 6% | -5 | 2% | 12% | 0% | -5% | -35%[59 µM] | -10% | 1%
CN1CCC(N(C)S(=O)(=O)c2ccc(NC(=O)COc3cccc(C(F)(F)F)c3)cc2)CC1
 : 1% | -3 | 32% | 5% | -1% | -36% | ? | -24% | -3%
CN(C(=O)CCc1nnc(-c2ccc(-c3ccccc3)cc2)o1)C1CCOCC1
 : -7% | -2 | 1% | 19% | 6% | -5% | 22% | -11% | -10%

The line under a structure holds: GLS inhibitor | PI4K2A inh | RGS4 inh | HP1b chromo inh | ALOX12 inh | BAZ2B inh | G9a inh | JMJD2A Tudor | ERG Ets-DNA blk
COC(=O)C1=C(C)NC(=O)NC1c1cn(-c2ccccc2)nc1-c1ccc(OC)c(Br)c1 (stereo not drawn)
 : 8% | -1 | 4% | 13% | -5% | ? | ? | -31% | 3%
COc1ccc(-c2csc(NC(=O)CSc3ccc(Br)cc3)n2)c(OC)c1
 : 0% | -1 | 3% | 16% | -28% | ? | 25µM* | -16% | 11%
COc1cccc(CC(=O)NCC2COc3ccccc3O2)c1OC (stereo not drawn)
 : 9% | -6 | 6% | 6% | 7% | -4% | 18%[59 µM] | -17% | .
C=CCn1c(=O)c2ccccc2n2c(SCc3nnc(-c4ccccc4Br)o3)nnc12
 : 1% | -3 | 5% | 29% | 10% | 1% | -35% | -15% | .
O=C(NC(NC1CCS(=O)(=O)C1)C(Cl)(Cl)Cl)c1ccc(Br)cc1 (stereo not drawn)
 : -16% | 0 | 7% | 33%[activator] | -6% | -7% | -4%[59 µM] | 3% | 6%
O=C(OCc1nnc(-c2ccccc2Br)o1)c1ccco1
 : 9% | -4 | -28% | 65%[activator] | -9% | . | . | -7% | 16%
O=C(NCCC(=O)N1CCc2ccccc21)c1ccccc1Cl
 : 3% | 3 | 11% | 6% | 5% | -1% | -11% | -8% | -5%
CCOc1ccccc1N1CCN(CC(=O)Nc2ncc(C)s2)CC1
 : 14% | -1 | 20% | 19% | 10% | -11% | . | -23% | 17%
O=c1c2ccccc2nc(-c2ccccc2)n1CCCn1ccnc1
 : -12% | -5 | -6% | 35% | 495%[activator][57.4 µM] | -4% | -4%[12.7 µM] | -6% | 1%
CCCc1c(C(=O)N/N=C/c2ccc(OC)c(OCc3ccccc3)c2)nnn1-c1nonc1N
 : -14% | -1 | 5% | 18% | -25% | -11% | . | -11% | 7%
CC1=CSC2=NC(=O)/C(=C/c3cccc(OC(=O)c4ccco4)c3)C(=N)N12
 : 9% | 40 | -25% | -7% | -20% | ? | ? | -30% | -3%
CC(=O)c1c(C)oc2ccc(N(C(=O)c3ccncc3)S(=O)(=O)c3ccc(C)cc3C)cc12
 : 11% | 3 | -10% | 28% | -26% | -22% | ? | -17% | 0%
CCC1=C(OC(=O)N(CC)CC)N2C(=O)OC(=NCCc3c[nH]c4ccccc34)[C@]2(C)[C@H]2C1=CC[C@H]1C(=O)NC(=O)[C@H]12
 : 0% | 2 | 26% | 12% | -9% | ? | 20%[12.7 µM] | ? | -10%
CCN1CCN(c2ccc(NC(=O)c3ccc4c(c3)OCO4)cc2)CC1
 : 21% | 6 | -33% | 8% | 0% | -2% | -15%[59 µM] | -19% | -4%
Cc1ccc(SCc2cc(=O)n3[nH]cnc3n2)cc1
 : 4% | -1 | -8% | 49%[activator] | ? | 3% | ? | -11% | 0%

Some of the entries so far, with the structure last:
GLS inhibitor | PI4K2A inh | RGS4 inh | HP1b chromo inh | ALOX12 inh | BAZ2B inh | G9a inh | JMJD2A Tudor | ERG Ets-DNA blk | structure
0% | -1 | 3% | 16% | -28% | ? | 25µM* | -16% | 11% | COc1ccc(-c2csc(NC(=O)CSc3ccc(Br)cc3)n2)c(OC)c1
4% | -1 | -8% | 49%[activator] | ? | 3% | ? | -11% | 0% | Cc1ccc(SCc2cc(=O)n3[nH]cnc3n2)cc1

Later entries.
The line under a structure holds: GLS inhibitor | PI4K2A inh | RGS4 inh | HP1b chromo inh | ALOX12 inh | BAZ2B inh | G9a inh | JMJD2A Tudor | ERG Ets-DNA blk
O=[n+]1cc(-c2ccc(F)cc2)n([O-])c2c1CCC2
 : 5% | -2 | -8% | 2% | 33%[activator] | -3% | -34%[59 µM] | ? | -3%
CN(CC(=O)Nc1ccc(N2CCOCC2)cc1)C(=O)CCNC(=O)c1ccc(Br)cc1
 : -7% | 2 | 14% | 3% | -26% | -13% | 45µM* | -13% | 12%
CCOC(=O)C1C(=O)CC(C)(O)C(C(=O)OCC)C1c1ccc(OCC)cc1 (stereo not drawn)
 : 3% | -1 | 5% | 7% | 0% | -18% | -18%[12.7 µM] | -4% | -10%
NC(=O)c1nnn(-c2nonc2N)c1-c1ccc([N+](=O)[O-])cc1
 : -1% | 2 | 14% | 36% | -4% | -17% | ? | -1% | -7%
CCn1c(-c2ccc(-c3ccccc3)cc2)c[nH]c1=S
 : ? | 0 | ? | 21% | ? | -29% | ? | -36% | -8%
COC1=CC(=O)C(OC)=C(OC)C1=O
 : -17% | -3 | -41% | 32% | -6% | . | . | -5% | 4%
CCOc1ccccc1C(=O)NCC(=O)NCC(c1ccc(OC)cc1)N1CCOCC1 (stereo not drawn)
 : -3% | 3 | 0% | -6% | 1% | -5% | -1%[0.501 µM] | -15% | 7%
CCc1ccc(NC(=O)c2cc(-c3ccc(F)cc3)on2)cc1
 : -6% | 6 | -1% | 6%[57 µM] | 0% | -9% | 16%[59 µM] | -8% | -10%
NC(=O)C1(N2CCCCC2)CCN(C(=O)Nc2ccc(F)cc2F)CC1
 : -10% | -9 | 8% | 30% | -5% | -5% | -7%[59 µM] | -14% | 4%
O=C1/C(=C/c2ccco2)Cc2ccccc21
 : 21% | -14 | -48% | -20% | ? | ? | ? | -31% | 3%
CN1CCC2(CC1)NC(=O)NC2=O
 : 6% | -4 | 19% | 12% | -11% | -2% | -3% | 12% | 9%
COc1ccc(CC(=O)Nc2nn(C)c3nc4c(C)cccc4cc23)cc1
 : -5% | 0 | -3% | 34% | ? | -31% | -23% | 5% | 4%
CCc1ccc(C(=O)OCC(=O)Nc2cccc(S(=O)(=O)NC3=NCCCCC3)c2)cc1
 : 0% | -2 | 4% | 13% | -15% | -37% | 0%[59 µM] | -20% | 0%
Oc1ccc(N2Cc3ccccc3C2)cc1
 : -19% | -4 | 0%[56.9 µM] | 8% | . | ? | ? | ? | 21%
CSCCC(NC(C)=O)C(=O)OCC(=O)N(c1ccccc1)c1ccccc1 (stereo not drawn)
 : 8% | -1 | ? | 16% | -6% | -22% | ? | 18% | -1%
COc1ccc2c(c1)CCc1c(C(=O)Nc3cc(C)ccc3O)noc1-2
 : -6% | -3 | -15% | 27% | -9% | -1% | -23%[59 µM] | -14% | 7%
CCN(C(C)=O)c1nnc(CSc2nc3ccccc3s2)s1
 : -12% | -1 | 15% | 49%[activator] | -4% | 2% | ? | 1% | 6%
CCn1c(=O)n(CC)c2cc(N3CCCC3)c(NC(=O)c3ccccc3F)cc21
 : 10% | 23 | 23%[11.4 µM] | ? | 27% | ? | 40µM* | 56µM* | -12%

Compound activity from PubChem BioAssay.

Some of the compounds tested; the hit share may differ from the screen's.
